# TROY NFkB inh: inhibitors of TROY-dependent NF-kB signaling | Q293 LMP1-TROYcd NF-kB luciferase reporter, 4 h | inhibition, % at 10 µM | 0.98% of 360,000 active | AID 1347056;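 active = compounds whose plate-normalised and pattern-corrected inhibition of the luciferase reporter signal at the single screening dose is 50% or more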
# KKLEB cytotox: reduces viability of KKLEB cystic fibrosis airway cells. 0.36% of 360,000 active. KKLEB CF airway cells viability, ATPlite luminescence, overnight; stronger effect = lower value; cells stimulated with P. aeruginosa culture filtrate. activity change (cytotoxicity), % at 5 µM. AID 602141;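 active = corrected activity change at or below -50% at 5 µM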
# NR2E3 ag-1: activates human photoreceptor nuclear receptor NR2E3. AID 2300. inhibition of corepressor binding, % at 4.78 µM. GST-NR2E3/biotin-RetCOR TR-FRET, 1536-well. Q9Y5X4. 0.12% of 320,000 active;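 active = percent inhibition above the cutoff of mean plus 3 SD of all tested compounds, set per screening campaign, cut at about 20% in these data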;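 also: 0% = DMSO wells and 100% = biotin wells as full block of FRET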
# Target sequence (Q9Y5X4 whole entry, looked up): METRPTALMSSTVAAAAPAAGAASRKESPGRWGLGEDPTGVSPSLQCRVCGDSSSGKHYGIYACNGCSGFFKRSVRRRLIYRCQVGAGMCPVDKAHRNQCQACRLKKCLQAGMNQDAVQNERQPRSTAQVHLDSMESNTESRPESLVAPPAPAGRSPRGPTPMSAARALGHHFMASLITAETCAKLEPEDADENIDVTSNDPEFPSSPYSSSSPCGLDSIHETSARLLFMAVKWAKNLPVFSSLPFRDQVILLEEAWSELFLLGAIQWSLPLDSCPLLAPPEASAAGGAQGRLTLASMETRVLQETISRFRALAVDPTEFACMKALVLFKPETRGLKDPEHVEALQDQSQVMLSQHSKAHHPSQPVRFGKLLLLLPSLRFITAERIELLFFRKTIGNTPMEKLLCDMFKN
#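 Material: NR2E3–RetCOR corepressor complex / Amount: 1.35 nM GST-NR2E3 / Medium: Tris pH 7.5 / Compound: single nominal compound dose of 4.8 µM / Incubation: 5 h at 4 °C / Technique: TR-FRET, Eu(K)-anti-GST donor, streptavidin-D2 acceptor, ex 340, em 617/671 nm / Read-out basis: percent loss of FRET ratio relative to control wells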
# NR2E3 ag-2: agonists of human NR2E3 nuclear receptor; Q9Y5X4; CHO-S Gal4-NCOR/VP16-NR2E3 two-hybrid, luciferase; inhibition of corepressor binding, % at 3.98 µM; 0.35% of 360,000 active; AID 602229;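 active = inhibition above the mean of all tested compounds plus 3 SD, cut at about 70% in these data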;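 also: 0% = DMSO with NR2E3 transfected cells and 100% = cells lacking NR2E3 construct; higher means lower luciferase signal from less NR2E3 corepressor binding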
# CF NFkB inh: blocks PAF-induced NF-kB reporter in cystic fibrosis cells; AID 588850; 0.86% of 360,000 active; inhibition, % at 5 µM; KKLEB NF-kB-GFP reporter, GFP fluorescence overnight;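 active = at least 50% inhibition at 5 µM, scaled per plate between neutral and stimulator controls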;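 also: PAF is a Pseudomonas aeruginosa culture filtrate used as stimulus; plate controls were PAF-stimulated DMSO wells for no effect and unstimulated DMSO wells for full effect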
# TRAIL sens C8: sensitizes caspase-8 expressing cells to TRAIL; inhibition (viability loss, TRAIL sensitization), % at 10 µM; NB7+C8 cells + TRAIL, ATPlite viability luminescence; 1% of 360,000 active;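 active = compounds causing at least 50% loss of cell viability in the single-dose screen, relative to plate controls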
# TRPM1 prom inh: MITF TRPM1 promoter inhibition in SK-MEL-5 cells. 0.83% of 330,000 active. inhibition, % at 12.5 µM. SK-MEL-5 TRPM1 promoter luciferase, 24 h;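 active = mean inhibition across replicates of 60% or more, whatever share of single replicates reaches that level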; also: values of inactives mirror those of a sister screen read the other way
# Shn3 inh set2: Schnurri-3 reporter inhibition in Clone20 osteoblasts. Clone20 osteoblast Shn3 3'UTR firefly luciferase, 24 h. inhibition, % at 12.5 µM. 0.52% of 360,000 active;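 active = mean inhibition of at least 75% with every replicate also reaching 75%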;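 also: 0% = median of neutral control wells and 100% = pilot-screen positive control compound; some compounds past the cut are filed as inactive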
# HIF-2a inh: HIF-2a inhibition | 786-0 RCC cells HIF-2a reporter, luciferase luminescence, overnight | inhibition, % at 18.8 µM | 0.72% of 360,000 active | AID 624352;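 active = inhibition of the luminescence signal of 40% or more relative to plate controls, in a single-dose primary screen at 18.75 µM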
# Peg3 prom inh: inhibitors of Peg3 promoter; HeLa PEG-Prom luciferase reporter, luminescence, overnight; 1.7% of 360,000 active; AID 588405; inhibition, % at 20 µM;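 active = inhibition of at least 50% at 20 µM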
# TWEAK Fn14 block: blocks TWEAK-Fn14 interaction in a reporter cell assay. 2% of 360,000 active. inhibition, % at 10 µM. TWEAK-stimulated Fn14 reporter cells, luciferase luminescence, 8 h; in the data active = inhibition above about 50%
# Numbers without * were called inactive; x = not tested or not shown.
SMILES	TROY NFkB inh	KKLEB cytotox	NR2E3 ag-1	NR2E3 ag-2	CF NFkB inh	TRAIL sens C8	TRPM1 prom inh	Shn3 inh set2	HIF-2a inh	Peg3 prom inh	TWEAK Fn14 block
Cc1ccccc1OCCOC(=O)c1cc(S(=O)(=O)N2CCCCC2)ccc1N1CCOCC1	15	6	-1	26	-56	13	12	85	-3	7	7
C=CCC1(O)C(=O)N2C(=C1C(=O)N1CCOCC1)c1ccccc1CC2(C)C (stereo not drawn)	0	-5	-2	-6	8	13	4	12	1	2	7
Cc1ccc(-n2c(C)nnc2SCC(=O)NNC(=O)c2ccco2)cc1	-15	1	1	-5	3	-9	4	-5	9	-3	0
OC(c1ccccc1)c1nc(-c2cc(F)cc(F)c2)cs1 (stereo not drawn)	-12	3	x	-26	-8	7	x	-28	-76	-39	-15
CC(C)C(=O)N1CCC1(C)C(=O)NCc1cc(Cl)ccc1F (stereo not drawn)	6	-3	x	7	22	-8	x	-5	6	-3	5
N#C/C(=C(/O)Cc1ccccc1)P(=O)(c1ccccc1)c1ccccc1	-1	-9	0	-11	-4	0	6	-27	11	12	9
COc1ccccc1NC(=O)C1=C(C)Nc2ncnn2C1c1ccc(C)o1 (stereo not drawn)	-7	-8	0	-15	2	-15	5	6	22	6	-2
COc1ccc(-n2nnnc2C(c2ccccc2OC(F)(F)F)N2CCN(C/C=C/c3ccccc3)CC2)cc1 (stereo not drawn)	11	-9	x	37	6	-1	x	-4	-6	18	38
C=CCn1c(CCNC(=O)c2ccccc2F)nnc1SCC(=O)Nc1nc2ccccc2s1	11	9	0	-25	-9	-2	0	3	-17	-1	-7
CN(C)c1cc[n+](CC(=O)Nc2ccc([N+](=O)[O-])cc2Cl)cc1	0	10	-1	-4	3	10	23	7	11	-1	-2
O=C(N/N=C/c1ccncc1)c1cccc(N/N=C/c2ccncc2)c1	-15	-5	1	0	7	7	-28	-30	-35	-126	-5
NC(=O)c1c(N)sc2c1CCCCC2	16	-9	1	-24	5	19	15	0	8	1	9
CCCNC(=S)NC1CC2CCCC(C1)N2CC(C)C (stereo not drawn)	-8	-4	4	4	-16	2	-7	-7	6	8	24
CCN(CC)S(=O)(=O)c1cccc(C(=O)NCC(=O)OCC(=O)NCc2ccccc2)c1	-5	-3	2	-8	-4	-4	11	0	11	0	1
CCOc1ccc(NC(=O)CCNc2c(N3CCCC3)c(=O)c2=O)cc1	-12	-6	1	-8	9	-13	-8	-13	9	13	8
O=C(Nn1c(-c2ccncc2)nc2ccccc2c1=O)c1ccc([N+](=O)[O-])cc1Cl	17	11	2	1	16	-4	4	4	13	-3	13
CCOC(=O)N1CCN(C(=O)C[C@@H]2C[C@@]3(C(=O)OCC)CCC=C3N(Cc3ccco3)C2=O)CC1	-4	x	x	-12	x	-3	x	x	14	x	-8
Cc1ccc(SCCc2ccc(C)nc2)cc1	-59	5	3	-20	-1	-12	-11	-2	-120	-57	14
COCCC1CCCCN1C(=O)c1ccc(OC2CCN(C(C)=O)CC2)c(OC)c1 (stereo not drawn)	0	24	0	-13	-2	-4	-14	-8	-13	-9	-14
Cc1cccc(-n2ncc3c(NC(C)C)ncnc32)c1	-24	-13	2	-128	36	66*	-67	-4	-200	-295	28
CCOC1(OCC)N=C(N)C2(C#N)C(c3cccc(OC)c3OC)C12C#N (stereo not drawn)	2	-4	-1	-3	-2	-7	11	-2	-2	12	-1
COc1ccc(NC(=O)CSc2ccc(-c3sc(C)nc3C)nn2)cc1	-6	-26	5	-15	14	1	-3	-2	-10	-15	-10
Cc1cc(C(=O)NCc2nc(-c3ccccc3)no2)ccc1[N+](=O)[O-]	4	10	1	-59	-4	4	-6	-5	14	13	-26
Cc1ccc2c(Cl)cc(Cl)c(OCC(=O)N3CCOCC3)c2n1	24	-11	1	-8	16	-18	5	-78	8	8	2
O=C(N/N=C\c1ccc(OC(=O)c2cccs2)cc1)c1ccc(Cl)cc1	-31	-5	1	-8	-7	4	-10	-19	-2	-41	-47
COCc1cc(=O)[nH]c(SCCS(=O)(=O)c2ccc(Cl)cc2Cl)n1	13	-43	2	2	100*	-19	9	58	12	46	55*
Cc1cc(OCC(=O)OCC(=O)NCc2cccs2)ccc1Cl	-1	-19	x	-4	-17	8	-12	-33	4	1	-8
Clc1ccc(OCCCCCN2CCCC2)c(Br)c1	-18	6	3	11	11	11	-23	-25	-9	-34	-2
C=CCN1C(=O)N(c2ccc(F)cc2)C(=O)C1CC(=O)Nc1ccc(Cl)cc1 (stereo not drawn)	3	-3	0	-17	-3	4	-15	79	16	16	80*
CN1CCN(CC(=O)N2CCn3c4c(c5cc(C6CCCCC6)ccc53)CCCC42)CC1 (stereo not drawn)	15	-20	1	-13	22	5	65*	47	3	105*	-55

# Another view of part of the listing above.
# Values in the order: TROY NFkB inh, KKLEB cytotox, NR2E3 ag-1, NR2E3 ag-2, CF NFkB inh, TRAIL sens C8, TRPM1 prom inh, Shn3 inh set2, HIF-2a inh, Peg3 prom inh, TWEAK Fn14 block
> COc1ccc(-n2nnnc2C(c2ccccc2OC(F)(F)F)N2CCN(C/C=C/c3ccccc3)CC2)cc1 (stereo not drawn)
→ 11, -9, x, 37, 6, -1, x, -4, -6, 18, 38
> C=CCn1c(CCNC(=O)c2ccccc2F)nnc1SCC(=O)Nc1nc2ccccc2s1
→ 11, 9, 0, -25, -9, -2, 0, 3, -17, -1, -7
> CN(C)c1cc[n+](CC(=O)Nc2ccc([N+](=O)[O-])cc2Cl)cc1
→ 0, 10, -1, -4, 3, 10, 23, 7, 11, -1, -2
> O=C(N/N=C/c1ccncc1)c1cccc(N/N=C/c2ccncc2)c1
→ -15, -5, 1, 0, 7, 7, -28, -30, -35, -126, -5
> NC(=O)c1c(N)sc2c1CCCCC2
→ 16, -9, 1, -24, 5, 19, 15, 0, 8, 1, 9
> CCCNC(=S)NC1CC2CCCC(C1)N2CC(C)C (stereo not drawn)
→ -8, -4, 4, 4, -16, 2, -7, -7, 6, 8, 24
> CCN(CC)S(=O)(=O)c1cccc(C(=O)NCC(=O)OCC(=O)NCc2ccccc2)c1
→ -5, -3, 2, -8, -4, -4, 11, 0, 11, 0, 1
> CCOc1ccc(NC(=O)CCNc2c(N3CCCC3)c(=O)c2=O)cc1
→ -12, -6, 1, -8, 9, -13, -8, -13, 9, 13, 8
> O=C(Nn1c(-c2ccncc2)nc2ccccc2c1=O)c1ccc([N+](=O)[O-])cc1Cl
→ 17, 11, 2, 1, 16, -4, 4, 4, 13, -3, 13

# Later entries:
SMILES	TROY NFkB inh	KKLEB cytotox	NR2E3 ag-1	NR2E3 ag-2	CF NFkB inh	TRAIL sens C8	TRPM1 prom inh	Shn3 inh set2	HIF-2a inh	Peg3 prom inh	TWEAK Fn14 block
CCOc1ccccc1N1CCN(C(=O)CCCN2C(=O)c3cccc4cccc(c34)C2=O)CC1	-6	-1	1	-18	1	-5	2	1	4	1	19
COc1ccc(CNC(=O)/C=C/c2ccc(S(=O)(=O)N3CCOCC3)cc2)cc1	0	6	0	-12	-3	-3	13	1	15	5	-1
CC(=O)n1nc(-c2ccccc2)nc1NCc1cccs1	-23	7	2	-48	12	-20	-67	-39	-148	-138	4
COc1cccc(NC(=O)NC(=O)c2c(C)cc(Cl)nc2Cl)c1	-7	9	0	3	-16	-9	1	1	13	2	-1
Cc1cn([C@H]2C[C@H](O)[C@@H](CNCc3ccccc3)O2)c(=O)[nH]c1=O	-20	5	x	-7	-2	0	x	-25	6	-8	10
Cc1nc2ccccc2nc1OCc1ccc([N+](=O)[O-])cc1	7	6	-3	-5	6	-6	-12	-16	3	-16	-22
O=C(COC(=O)c1cc(Cl)cc(Cl)c1)NCCN1C(=O)CSC1=O	-8	3	0	4	5	-3	-12	-15	32	10	-8
COc1ccc(N2CCN(C(=O)COC(=O)c3ccc(Cl)nc3)CC2)cc1	8	3	3	-17	1	5	-4	-17	-6	9	-3
O=C1CCCN2N=C(SCC(=O)Nc3cccc(F)c3)SC2=N1	10	-5	1	-15	-15	-1	14	15	-13	-9	7
O=C(NCCOc1ccccc1)c1ccc2c(c1)OCO2	63*	-4	1	-80	1	24	59	-4	34	41	94*
CCNC(=O)C(=O)c1c(-c2ccccc2)[nH]c2ccccc12	7	1	-2	-17	1	-7	12	-1	2	-3	9
COc1cccc(NC(=O)CN(C)C(=O)c2cc3c(s2)CCC(C)C3)c1 (stereo not drawn)	-10	-1	0	7	-20	-1	9	-14	-12	-6	-17
COc1ccc2cc(-c3csc(-c4cccnc4)n3)ccc2c1	-8	-3	-1	-66	-22	24	-89	-61	-222	-230	-31
Cc1c(C)n(C(=O)CSc2nncn2C)c2ccccc12	11	-5	0	-29	-10	5	4	-3	8	18	3
Cc1cccc(OCC(=O)Nc2nonc2NC(=O)COc2cccc(C)c2)c1	-92	-28	2	-5	-6	-2	-7	12	12	-2	-17
CN(C)CCn1nnc2c(=O)oc3ccccc3c21	11	0	4	29	6	-11	9	-3	19	13	-4
Cc1[nH]c2ccccc2c1/C=N/NC(=O)c1cc(-c2cccs2)[nH]n1	-13	3	2	21	-2	-17	2	10	-156	25	38
COc1ccc(-c2nnco2)cc1OC	-11	4	-5	17	-16	23	-4	-4	14	12	-7
CC(=O)N=c1sc2c3ccccc3ccc2n1C	-18	2	-1	-9	-58	12	8	-1	-55	11	-14
O=C(CCC1CCCC1)N1CCN(C(=O)c2ccco2)CC1	9	-1	-3	-10	-1	-15	-10	5	5	4	7
Cc1nc2c(C)cccc2cc1C(=O)N/N=C/c1ccc(C(=O)O)cc1	9	16	-2	-12	-5	7	3	2	16	11	-20
CCc1nc2ccc(C(=O)N3CCN(CC)CC3)cc2nc1CC	2	1	-2	-4	7	3	2	-10	19	10	14
Clc1ccc(Cl)c(-c2nc(-c3ccncc3)no2)c1	-47	2	-3	-21	-2	-9	-22	-55	-156	-176	-8
O=C(O)c1ccc2c(c1)nnn2C1CCCCC1	-4	-1	1	13	-3	-14	3	-13	3	1	7
Cc1cc(C)cc(NC(=S)NCCCN2CCOCC2)c1	2	9	-1	-20	12	-7	-2	-14	12	11	-2
O=S(=O)(NCc1ccc2c(c1)OCO2)c1c(F)cc(F)cc1Br	-3	5	4	0	-3	-6	-14	-11	-4	-1	-13
CCOC(=O)N/N=C/c1cn(Cc2ccc(Cl)cc2)c2ccccc12	1	0	0	-9	4	24	-9	82	-11	17	-4
CCN(CC(=O)Nc1ccc2c(c1)OCCO2)CC(=O)Nc1cc(C)on1	29	5	3	-17	7	-14	-9	-5	-17	-10	9

# Compound activity deposited in PubChem BioAssay by several laboratories.

# An excerpt, so the mix of outcomes need not match the whole.
